# M1 PAM – human M1 muscarinic receptor positive allosteric modulators, primary screen, CHO-K1 cells, Fluo-8 calcium fluorescence, 1536-well; Muscarinic acetylcholine receptor M1 (Homo sapiens), P11229; CHO-K1 hM1, ACh EC20; 0% = ACh EC20, 100% = maximal ACh; activation, % at 3 µM; 360,000 tested, 0.088% active; in the data active = activation above about 19%, passing the limit was not always enough
# Target sequence (P11229 whole entry, looked up): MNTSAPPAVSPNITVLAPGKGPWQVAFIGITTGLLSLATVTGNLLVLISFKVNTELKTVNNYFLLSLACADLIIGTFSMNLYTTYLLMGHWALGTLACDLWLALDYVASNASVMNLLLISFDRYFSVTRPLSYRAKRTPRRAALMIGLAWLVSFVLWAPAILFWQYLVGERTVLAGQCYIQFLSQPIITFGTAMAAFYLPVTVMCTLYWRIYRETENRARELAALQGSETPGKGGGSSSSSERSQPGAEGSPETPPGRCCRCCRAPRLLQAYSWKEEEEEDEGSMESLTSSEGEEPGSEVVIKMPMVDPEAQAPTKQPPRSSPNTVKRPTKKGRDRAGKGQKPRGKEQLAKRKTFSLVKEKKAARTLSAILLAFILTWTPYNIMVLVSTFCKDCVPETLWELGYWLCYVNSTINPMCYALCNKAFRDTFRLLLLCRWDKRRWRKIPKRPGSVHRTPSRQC
# M1 PAM parental – nonselective calcium activators in parental CHO-K1 cells, primary screen, counter-screen for M1 PAM project, cell-based, Fluo-8 calcium fluorescence, full deck, 1536-well; ATP EC20; 0% at ATP EC20, 100% at ATP max; activation, % at 3 µM; 360,000 tested, 0.02% active; AID 602247, 2012;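 active = activation above the run cutoff, the mean activation of all test compounds plus 3 SD, cut at about 40% in these data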;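 also: peak over basal fluorescence ratio in a 140 s read after ATP addition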
# M1 ag – human M1 muscarinic receptor agonists, primary screen, Fluo-8 calcium fluorescence, CHO-K1 cells, HTS | 360,000 tested, 0.33% active | Muscarinic acetylcholine receptor M1 (Homo sapiens), P11229 | CHO-K1 hM1, agonist mode; 0% DMSO, 100% acetylcholine EC100 | activation, % at 3 µM;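 active = activation above the run's mean compound activation plus 3 SD, cut at about 16% in these data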;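 also: peak over basal fluorescence ratio within a 140 s kinetic read after compound addition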
# CHO-K1 Ca antag – M1 antagonist counterscreen hit in parental CHO-K1 cells | ATP-induced calcium, Fluo-8 fluorescence | inhibition, % at 3 µM | 360,000 tested, 0.6% active | AID 602250;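 active = inhibition above a per-plate cutoff, the plate's mean sample inhibition plus 3 SD, cut at about 24% in these data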;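 also: 0% = DMSO plus EC80 ATP and 100% = DMSO alone without ATP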
# CHO parental Ca – ATP-evoked calcium signal inhibitors, parental CHO, primary screen, counter-screen for OX1R antagonist project, cell-based, fluorescence, Fluo-8 calcium dye; inhibition, % at 5.6 µM; parental CHO-K1, ATP-induced calcium, Fluo-8 fluorescence; 330,000 tested, 0.63% active; AID 463079, 2010;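 active = inhibition above that plate's mean sample inhibition plus 3 SD, cut at about 26% in these data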;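 also: 0% = ATP-challenged DMSO wells and 100% = DMSO wells without ATP; some compounds past the cut are filed as inactive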
#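 Assay system – parental CHO cells · Reagent – ATP stimulus · Detection – intracellular calcium via Fluo-8 no-wash fluorescent dye · Evaluation – percent inhibition of ATP-evoked calcium rise, normalized to controls · Controls – ATP wells versus no-ATP DMSO wells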
# TAAR1 antag – human TAAR1 antagonists, primary screen, Fluo-8 calcium fluorescence, CHO RD-HGA16 cells; 360,000 tested, 1.5% active; inhibition, % at 3 µM; AID 624466, 2012; antagonist;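 active = inhibition above a per-plate cutoff, the mean inhibition of test compounds on that plate plus 3 SD, cut at about 49% in these data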;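 also: 0% = DMSO plus EC80 beta-PEA response and 100% = DMSO alone without agonist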
# Target sequence (Q96RJ0 whole entry, looked up): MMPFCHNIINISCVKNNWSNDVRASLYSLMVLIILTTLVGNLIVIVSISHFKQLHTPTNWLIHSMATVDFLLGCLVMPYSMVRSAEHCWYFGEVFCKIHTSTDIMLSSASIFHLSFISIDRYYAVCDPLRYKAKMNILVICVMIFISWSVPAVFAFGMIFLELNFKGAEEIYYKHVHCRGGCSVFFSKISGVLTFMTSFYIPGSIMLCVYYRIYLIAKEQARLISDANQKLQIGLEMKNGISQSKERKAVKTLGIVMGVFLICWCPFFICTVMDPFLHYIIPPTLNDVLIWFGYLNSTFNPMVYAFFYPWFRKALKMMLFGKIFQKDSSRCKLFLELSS
#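 Test system – hTAAR1-expressing CHO RD-HGA16 cells, Gα16-coupled · Reagent – β-PEA at EC80 concentration, post-compound challenge · Compound dosing – 3 µM, single point · Timing – 140 s kinetic read after compound, 140 s after agonist · Detection – Fluo-8 intracellular calcium dye fluorescence, real-time kinetic reads · Control set – DMSO and EC80 PEA controls · Repeats – n of 1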
# TAAR1 ag – human TAAR1 agonists, primary screen, Fluo-8 calcium fluorescence, CHO RD-HGA16 cells; 360,000 tested, 0.99% active; activation, % at 3 µM; vehicle wells 0%, saturating PEA agonist 100%;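 active = activation above the mean activation of all test compounds in the run plus 3 SD, cut at about 38% in these data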
#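 Test system: RD-HGA16 (CHO) cells co-expressing Gα16 and hTAAR1 | Doses: Single dose, 3 µM | Schedule: 17-24 h seeding, 75 min 37 °C dye, 30 min RT | Evaluation: % activation from peak over basal fluorescence ratio, DMSO-to-PEA scaled | Technique: Kinetic Fluo-8 calcium fluorescence | Benchmarks: Low control DMSO, high control PEA (EC100)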
# M1 ag parental – counter-screen for M1 agonists: effect in parental CHO-K1 cells; Fluo-8 calcium fluorescence; scaled to maximal ATP response, vehicle zero; activation, % at 3 µM; 360,000 tested, 0.48% active; AID 602248, 2012; in the data active = activation above about 15%;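 also: untransfected CHO-K1 host cells lacking M1 receptor as counterscreen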
# M1 antag – human M1 muscarinic receptor antagonists, primary screen, CHO-K1 cells, Fluo-8 calcium fluorescence, 1536-well | CHO-K1 hM1, ACh EC80 antagonist | Muscarinic acetylcholine receptor M1 (Homo sapiens), P11229 | inhibition, % at 3 µM | 360,000 tested, 1.3% active;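 active = percent inhibition above its own plate's cutoff, namely the mean of that plate's compound wells plus 3 SD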;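 also: peak over basal fluorescence ratio during 140 s after agonist addition; 0% = ACh EC80 plus DMSO and 100% = DMSO alone without agonist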
# Active calls of the source: *; / = no result given.
Structure	M1 PAM	M1 PAM parental	M1 ag	CHO-K1 Ca antag	CHO parental Ca	TAAR1 antag	TAAR1 ag	M1 ag parental	M1 antag
CN1CCN(C(=O)c2cc(COc3c(F)cccc3F)on2)CC1c1ccccc1 (stereo not drawn)	2.3	3.5	-9.5	-3.7	-21.0	-10.9	3.9	1.8	1.1
COCCn1c(=O)c2c(nc3n2CCCN3CCc2ccc(OC)c(OC)c2)n(C)c1=O	5.4	-2.7	-1.0	-16.6	/	-1.2	3.2	1.0	-2.5
CCc1ccc(Nc2n[n+](-c3ccccc3)c(-c3ccc(N(CC)CC)cc3)s2)cc1	-13.4	5.8	9.4	17.9	45.1*	49.5*	50.1*	13.6	38.8*
O=C(Cc1ccc([N+](=O)[O-])cc1)c1ccc(O)cc1O	4.1	-0.4	0.1	2.4	11.5	12.1	-1.9	8.0	-5.8
O=C(NCCS(=O)(=O)N1CCN(c2ccccc2)CC1)c1ccccc1F	2.6	3.4	-0.6	-2.8	1.2	2.8	1.7	1.5	-19.9
CN(C)CCCN=Cc1c(-c2ccccc2)[nH]n(-c2nc3ccccc3s2)c1=O	-1.8	14.2	-5.9	-5.0	-10.6	7.8	13.4	2.8	-0.5
CN(C(=O)c1ccc2ccccc2c1)c1ccccn1	11.6	18.0	-9.8	-12.8	-13.9	-0.7	0.4	1.0	-7.2
CCN(CC)S(=O)(=O)c1ccc(C)c(NC(=O)CN2C(=O)NC3(CCCC3)C2=O)c1	-3.7	9.8	-2.5	3.3	-25.2	-13.8	0.9	0.0	8.7
CCc1ccc(C#CC2=CC(=O)CC(C)(C)C2)cc1	0.8	-5.8	-5.5	12.1	/	-7.4	-0.9	-0.4	-10.8
O=C(NC1(Cc2ccccc2)CCN(Cc2ccc(-c3ccccc3)cc2)C1=O)c1ccccc1 (stereo not drawn)	-14.5	-11.8	-2.4	4.2	-14.8	62.1*	20.1	2.3	37.1*
COc1ccc(C(=O)C2CCCN(C(=O)c3ccnn3C)C2)c(C)c1 (stereo not drawn)	10.1	13.6	-2.8	1.1	11.9	-7.5	0.1	1.4	-13.6
O=C(CSc1cccc[n+]1[O-])Nc1ccc(Br)cc1Br	4.8	6.9	-2.7	-14.9	-9.0	-26.2	2.9	0.3	5.6
COc1cccc(-c2cc(C(=O)NCc3ccc(Cl)cc3)no2)c1	2.8	11.0	-4.9	-13.1	-9.2	-10.3	11.6	2.3	-3.4
COc1ccc(-c2cc(C(=O)Nc3cc(C)n(Cc4ccc(Cl)cc4)n3)no2)cc1OC	6.0	6.2	-2.5	5.1	-6.7	/	/	0.7	-6.7
O=C(Nc1cccc(Cl)c1)c1cc2c(=O)n3ccccc3nc2s1	4.0	-2.1	-2.0	-4.2	7.9	-2.1	1.0	0.3	-6.6
O=C(CS(=O)(=O)Cc1ccccc1)NCc1ccccc1Cl	23.5	-20.9	5.4	13.0	-17.9	-4.8	2.4	-0.2	-5.0
CN(C(=O)c1cc(C(=O)N(C)c2ccccc2)cc([N+](=O)[O-])c1)c1ccccc1	8.4	5.2	-9.2	-1.0	-14.9	-6.6	1.3	-0.3	-18.7
CCOC(=O)Cn1c(=O)oc2cc(S(=O)(=O)NCCC(C)C)ccc21	9.3	12.7	3.1	-5.4	0.2	5.6	4.6	1.8	-11.6
Cc1ccc(NC(=S)Nc2cccc(-c3n[nH]c(=S)o3)c2)cc1	7.4	12.4	-1.7	-3.1	-4.4	-4.3	1.9	1.2	-6.7
COC(=O)C(O)(NC(=O)NC(C)=O)C(F)(F)F (stereo not drawn)	6.8	2.3	-1.8	8.1	-6.2	-20.6	3.8	0.2	-18.2
C/C(=N\NC(=O)c1ccc(NS(=O)(=O)c2cccs2)cc1)c1ccc(C(C)(C)C)cc1	3.0	12.6	-5.8	-3.6	1.8	-9.5	2.1	0.0	2.2
Cc1ccc2nsnc2c1NC(=O)c1ccc2c(c1)OCCO2	-11.7	0.7	-4.7	-5.6	-17.9	-19.4	2.8	0.2	2.7
O=C(CSc1ccccc1)Nc1ccc(NC(=O)c2ccco2)cc1	-0.6	2.3	-1.8	-9.9	2.1	-0.8	5.5	1.8	-4.1
COc1ccc(S(=O)(=O)Nc2cccc(S(=O)(=O)N3CCCC3)c2)cc1OC	14.5	-21.8	0.3	-4.7	-16.6	-5.0	0.7	0.0	-19.8
O=C(OCc1nc2ccccc2[nH]1)C12CC3CC(CC(C3)C1)C2	-3.6	16.5	-3.4	-22.7	-16.3	21.1	15.2	3.5	0.0
CC(=O)Nc1ccc(NC(=O)C(C)OC(=O)c2ccc(N(C)C)cc2)cc1 (stereo not drawn)	6.8	-9.9	-1.1	-7.0	-18.9	1.6	-1.9	0.2	-5.8
Cc1cc(S(=O)(=O)NCCCN2CCOCC2)c(Cl)cc1Cl	8.1	3.9	-9.8	-18.7	-0.1	-5.9	0.4	1.5	-6.7
CC1(C)CC(=O)C2=C(C1)OC(N)=C(C#N)C2C1C=CCCC1 (stereo not drawn)	4.0	12.8	1.8	-4.3	-25.1	2.8	31.1	0.7	-23.4
CC(=O)NC(Cc1c[nH]c2ccccc12)C(=O)NCCc1ccccn1 (stereo not drawn)	8.8	13.9	-2.7	-13.6	4.7	-0.4	-3.3	0.9	-11.6
CO/N=C(\Cn1ncc(NC2CCCCC2)c(Br)c1=O)c1ccc(Cl)cc1	-1.3	5.4	-3.5	-6.8	-7.5	-9.8	9.2	0.1	-10.3
CCN1CCS/C1=C/C=C/C1=[N+](CC)CCS1	-15.5	7.4	-7.5	7.8	18.4	/	/	0.2	23.5
CCOC(=O)c1ccc(NC(=O)c2cc(S(=O)(=O)N3CCOCC3)ccc2O)cc1	-0.8	15.6	1.5	-9.5	7.2	15.4	7.5	2.3	-2.4
Cc1cc(NC(=O)CSCC(=O)OCC(=O)c2ccc(Br)cc2)no1	3.7	-6.5	0.5	-5.6	/	-17.0	8.0	2.9	-8.9
Cc1csc(-c2cnn(-c3ccccc3)c2NC(=O)c2ccc(C(F)(F)F)cc2)n1	-1.7	-7.7	-4.2	20.6	-32.8	21.2	4.7	0.2	4.8
Cc1c(C(=O)NC2CCCc3ccccc32)oc2ccccc12 (stereo not drawn)	-6.8	-1.9	-2.0	15.8	-32.6	14.5	6.7	-0.4	9.8
CCCn1nc(C(=O)N2CCN(S(=O)(=O)c3ccc(C)c(C)c3)CC2)c2ccccc2c1=O	-5.4	16.4	-6.8	-21.8	-37.0	27.8	10.7	1.0	8.3
C/C=C/Cn1c(N(C)Cc2ccccc2)nc2c1c(=O)[nH]c(=O)n2C	-0.2	8.4	-9.0	1.4	-7.0	3.0	0.8	1.5	-0.6
CC12CCCCC1NS(=O)(=O)OC2 (stereo not drawn)	-0.4	-12.9	1.3	-10.4	0.5	3.2	2.5	0.4	0.5
CCCCCCn1cc(CN2CC(N3CCCCC3)CS2(=O)=O)nn1 (stereo not drawn)	/	-5.8	/	7.4	/	-29.2	7.2	-0.2	/
Cc1cc(C)nc(SCC(=O)NC2CCCC2)n1	-14.7	4.1	-3.4	0.0	-6.5	-15.6	0.7	4.2	23.7

# A few values from above.
# C/C=C/Cn1c(N(C)Cc2ccccc2)nc2c1c(=O)[nH]c(=O)n2C – CHO parental Ca: -7.0
# Cc1ccc2nsnc2c1NC(=O)c1ccc2c(c1)OCCO2 – M1 PAM parental: 0.7

# Remaining list, next part
Structure	M1 PAM	M1 PAM parental	M1 ag	CHO-K1 Ca antag	CHO parental Ca	TAAR1 antag	TAAR1 ag	M1 ag parental	M1 antag
COc1ccc(N(CC(=O)N2CCC(C)CC2)S(=O)(=O)c2c(C)nn(C)c2C)cc1	16.5	-6.2	1.7	12.3	-14.5	-28.8	1.4	-0.1	-13.8
Cn1c(=O)[nH]c(NC2CCCCC2)c(N=O)c1=O	9.1	0.2	-2.2	3.9	1.2	2.7	3.5	0.0	-2.5
CCn1c(-c2cc(OC)c(OC)c(OC)c2)n[nH]c1=S	-5.7	11.2	-1.9	-1.6	-23.0	0.3	7.2	0.2	-4.8
O=C(Nc1ccc(N2CCOCC2)cc1)C1CCN(S(=O)(=O)Cc2ccccc2)CC1	7.5	15.8	-2.1	-12.3	4.5	-13.1	17.0	0.2	-5.5
Cc1ccc(C2=NN(CC(=O)NCc3ccco3)C(=O)CC2)cc1	8.5	6.6	-6.1	-16.6	-8.7	-10.3	-0.4	-0.6	-11.4
COc1cc(/C=C2\SC(=S)N(N3CCOCC3)C2=O)ccc1O	8.0	-13.1	0.3	11.2	-4.8	-5.0	2.5	1.0	-8.3
CCn1nc(C)cc1C(=O)N1CCCC(N(C)CCc2ccc(OC)c(OC)c2)C1 (stereo not drawn)	11.4	0.4	-3.3	0.3	-9.5	11.6	0.7	-0.1	-4.7
COc1ccc(NC2CCCN(C(=O)CCN3CCOCC3)C2)cc1 (stereo not drawn)	-2.7	12.3	-4.7	-13.2	-8.4	-3.2	2.4	1.0	3.7
CC(C)(C)c1ccc(C(=O)N2CCN(CCNC(=O)C(=O)NCc3ccccc3)CC2)cc1	2.2	23.1	-2.6	-11.1	-18.3	4.4	3.3	2.4	-4.3
CCn1c(=O)cc(SCC(=O)NCc2ccc(C)o2)c2ccccc21	10.8	15.9	-3.7	-14.0	-21.8	-3.6	12.1	1.3	-12.7
Oc1ccc(Cl)cc1CNc1ccccn1	2.9	0.1	-7.2	1.6	-6.0	-15.7	0.8	0.9	-6.8
COc1ccc(NC(=O)CSCC(=O)Nc2ccccc2C(=O)N2CCCCC2)cc1	9.1	18.6	-2.8	-9.4	-15.9	-14.6	4.4	0.9	-7.0
CCOC(=O)N1CCN(C(=O)c2ccc(N(Cc3ccccc3)S(C)(=O)=O)cc2)CC1	4.9	-6.0	-2.2	9.9	-7.4	-0.2	3.2	0.4	1.9
CC(=O)N/C(=C/c1ccc2c(c1)OCO2)C(=O)N1CCOCC1	-2.0	2.5	-1.4	-6.8	-5.0	8.4	-0.3	0.3	8.4

# Two compounds drawn at random from the list so far, as already listed:
Structure	M1 PAM	M1 PAM parental	M1 ag	CHO-K1 Ca antag	CHO parental Ca	TAAR1 antag	TAAR1 ag	M1 ag parental	M1 antag
Cc1ccc(C2=NN(CC(=O)NCc3ccco3)C(=O)CC2)cc1	8.5	6.6	-6.1	-16.6	-8.7	-10.3	-0.4	-0.6	-11.4
CCc1ccc(C#CC2=CC(=O)CC(C)(C)C2)cc1	0.8	-5.8	-5.5	12.1	/	-7.4	-0.9	-0.4	-10.8

# Screening results deposited in PubChem by The Scripps Research Institute Molecular Screening Center.
